Source: PubChem BioAssay
Nrf2 inh – blocks Nrf2 signaling | 360,000 tested, 2.1% active | Potency, µM (top dose mostly 46 µM), for inactives: at the highest dose activity change, negative = inhibition, hits mostly inhibitors | A549 ARE-Fluc reporter, luciferase luminescence, 18-24 h | AID 504444; further: potency means the concentration at half of the fitted maximal effect; on the % scale 0 is the no-effect control and ±100 the full control effect; nearly all actives have a fitted effect of over 60% in size
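A549 ARE_Fluc cells, 5000/well, 5% FBS OPTI-MEM; compounds in dose-response, 18-24 h at 37 °C/5% CO2; CellTiter-Fluor viability read (Ex 405/Em 525), then BugLite luciferase luminescence = Nrf2 activity.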
TGFb inhibitor – blocks TGF-b signaling | HepG2 CAGA-GFP TGF-b/SMAD3 reporter, GFP fluorescence, 18 h; TGF-beta stimulated, 500 pg/mL final | Potency, µM (series often up to 46.1 µM), inactives show top-dose activity, negative = inhibition, usual class: inhibitors | 410,000 tested, 1.2% active; further: potency means the concentration at half of the fitted maximal effect; on the % scale 0 is the no-effect control and ±100 the full control effect; nearly all actives have a fitted effect of over 65% in size
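HEPG2 CAGA-GFP cells (1000/well, DMEM with 1% FBS) were pre-incubated 2 h at 37 degrees C, given compound by pin tool, then stimulated with TGF-beta at 500 pg/mL final for 18 h before per-cell GFP fluorescence imaging.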
Abeta yeast res – compounds reversing amyloid beta toxicity in yeast. yeast expressing A-beta42, growth rescue, OD600, 48 h; response scale: 0% DMSO, 100% iron-clioquinol control. Potency, µM (top dose mostly 46.1 µM), without a hit: at the top dose growth rescue, actives largely listed as activators. 410,000 tested, 0.063% active. AID 1347071; further: potency means the concentration at half of the fitted maximal effect; nearly all actives have a fitted effect of over 55% in size
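Growth rescue measured by 600 nm absorbance after 48 h yeast culture at 30 C with compound. Values normalized between DMSO and an equimolar ferric chloride plus clioquinol control.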
CCT chaperon mod – modulators of cytosolic chaperonin (CCT/TRiC) activity. purified chaperonin ATPase assay, HTRF ADP detection, 30 min. activity change, % (concentration not given with the values), hits read low. 360,000 tested, 0.3% active. AID 651819; in the data active means activity change below about -30%; further: on the % scale 0 is the no-effect control and ±100 the full control effect
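Nucleotide hydrolysis assay: TRiC at 20–40 nM final (set by batch activity) with 10 uM ATP, 30 min at 37 °C, in presence of 76 uM compound. Detection by competitive ADP HTRF, 30 min ambient.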
Mm-Cpn inhibitor – blocks the Methanococcus maripaludis chaperonin Mm-Cpn. purified Mm-Cpn ATPase, ADP Transcreener TR-FRET. 330,000 tested, 0.031% active. Potency, µM (titrated, usually from 76.9 µM), without a hit: top-dose activity, negative = inhibition, actives largely listed as inhibitors. AID 504842; further: potency means the concentration at half of the fitted maximal effect; on the % scale 0 is the no-effect control and ±100 the full control effect; nearly all actives have a fitted effect of over 80% in size
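TR-FRET (320 nm excitation; 590 and 665 nm emission) reports ADP made from 10 uM ATP by 25 nM enzyme; compounds were preincubated 10 min, reaction run 30 min, both at 37°C.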
pAkt inh – blocks phosphorylation of Akt | Neuro2A IGF-stimulated pAkt S473 HTRF, 20 min; stronger effect = lower value | activity change, % for hits at 50 µM | 360,000 tested, 0.32% active | AID 651550; in the data active means activity change below about -80%; inconclusive means mostly about -51% to -80%; further: on the % scale 0 is the no-effect control and ±100 the full control effect
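Neuro2A cells in DMEM with 0.5% FBS, overnight at 37 deg C, given compound at single 50 µM final, then IGF (6 nM final) for 20 min at 37 deg C. Lysed; phospho-Akt Ser473 by HTRF after 24 h, 665/615 ratio.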
Nrf2 ARE act – activators of Nrf2 (ARE) signaling; 410,000 tested, 0.31% active; AID 624171; AREc32 ARE-luciferase reporter (MCF7-derived line), luminescence, 24 h; Potency, µM (doses to about 46.1 µM), for inactives: at the top dose activation, hits mostly activators; further: potency means the concentration at half of the fitted maximal effect; % of control where 0% means no effect; nearly all actives have a fitted effect of over 65% in size
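Cells of the AREc32 ARE-luciferase line are plated in OPTI-MEM containing 5% FBS and left overnight at 37 deg C. Compounds are pinned in, incubation continues 24 hr, and firefly luciferase signal is then measured.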
HepG2 tox – kills HepG2 cells in TGF-b inhibitor counter-screen | HepG2 CAGA-GFP viability, ATP luminescence, 18 h | Potency, µM (highest dose often 46.1 µM), for inactives: top-dose activity change, negative = cytotoxicity, hits mostly cytotoxic | 410,000 tested, 0.76% active | AID 588856; further: potency means the concentration at half of the fitted maximal effect; some results filed as inactive show a strong effect at the top dose
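HepG2 CAGA-GFP cells (1000/well, DMEM with 1% FBS) received compound, then TGF-beta at 500 pg/mL final, and were incubated 18 hours at 37 degrees C. Viability was read by CellTiter-Glo luminescence. Media-only wells were set as complete cell-killing and DMSO as no toxicity.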
A549 tox – A549 cytotoxicity, counter-screen for Nrf2 inhibitors; AID 504648; 390,000 tested, 0.16% active; Potency, µM (highest dose often 46 µM), inactives show at the highest dose activity change, negative = cytotoxicity, actives largely listed as inhibitors; A549 ARE-Fluc cells, CellTiter-Fluor viability, 18-24 h; further: potency means the concentration at half of the fitted maximal effect; on the % scale 0 is the no-effect control and ±100 the full control effect
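A549 ARE-Fluc cells in 5% FBS OPTI-MEM, 5000 cells/well, rested 2 h then exposed to compounds in concentration-response for 18-24 h at 37 °C. Viability by CellTiter-Fluor fluorescence (Ex 405/Em 525) after 30 min; luciferase luminescence (BugLite, 15 min, RT) read afterwards.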
* hit, by the source's call; i = inactive; ? = inconclusive; . = no result given; & = joins results of further samples; [ ] = another dose, or the depositor's remark. Unless noted, the call rests on the fitted dose curve; in most records, active means well fitted curve in the direction sought with a large enough effect; inconclusive means small, poorly fitted or top-dose-only effect, or another doubt; inactive means no such curve, though single readings can be large; an effect the other way counts as inactive or inconclusive.

SMILES	Nrf2 inh	TGFb inhibitor	Abeta yeast res	CCT chaperon mod	Mm-Cpn inhibitor	pAkt inh	Nrf2 ARE act	HepG2 tox	A549 tox
COc1ccc(C(=O)NCCS(=O)(=O)N2CCC3(CC2)OCCO3)cc1	4.9%	7.8%	-0.6%	-5.6	1.0%	i	0.3%	18.4%	-4.0%
CCC(C)NC(=O)C1CCN(C(=O)COc2ccc3c4c(c(=O)oc3c2C)CCCC4)CC1 (stereo not drawn)	-1.2%	-1.2%	-2.0%	2.2	1.8%	i	-1.0%	-4.6%	8.2%
Oc1ccc(Oc2ccc3c(C(F)(F)F)cc(C(F)(F)F)nc3n2)cc1	?	?	16.0%	-1.6	-1.4%	-115.6%*	-0.6%	-84.8%	-22.9%
COc1ccc(N2CC(NS(=O)(=O)c3cccs3)CC2=O)cc1OC (stereo not drawn)	2.9%	9.3%	-2.1%	-0.2	0.0%	i	-0.6%	3.4%	-0.3%
COc1cc(C(=O)Nc2ccc(NC(=O)c3ccco3)nc2)cc(OC)c1OC	?	14.8%	0.3%	-1.7	1.1%	i	0.8%	-15.6%	0.7%
C[C@@H]1CN([C@@H](C)CO)C(=O)c2cc(NC(=O)c3ccccc3)ccc2O[C@@H](C)CCCCO[C@@H]1CN(C)S(=O)(=O)c1ccc(F)cc1	.	-18.3%	1.1%	-0.1	.	i	0.4%	-77.7%	.
Cc1cc2cc(CCNC(=O)CCCc3ccccc3)c(=O)[nH]c2cc1C	-18.4%	-17.6%	0.4%	-0.3	-0.8%	i	2.9%	-12.7%	17.6%
Cn1cccc1C(=S)N=P(C1CCCCC1)(N1CCOCC1)N1CCOCC1	-11.7%	-6.1%	10.1%	-52.3*	0.9%	i	-0.5%	-2.8%	-11.3%
CCCCNC(=O)C1(NC(=O)Nc2ccccc2)CCCCC1	-6.9%	0.9%	-5.3%	-0.1	-9.1%	i	-0.1%	4.9%	1.0%
O=C(NC1CC1)c1cccc(Nc2ccc(-c3ccc4c(c3)OCCO4)nn2)c1	-15.1%	-20.4%	-3.9%	1.0	-0.4%	i	1.7%	-31.7%	-16.6%
COCCCN1CC(=O)N2C(c3cccc(OC)c3)c3[nH]c4ccccc4c3C[C@H]2C1=O (stereo partly drawn)	-10.8%	0.0%	6.9%	-0.5	1.9%	i	3.1%	-1.3%	-2.4%
CCOc1ccccc1NC=C1C(=O)OC(C)(C)OC1=O	19.1%	14.7%	11.5%	1.3	1.5%	i	3.0%	0.2%	.
COc1ccc(-c2cc3ccccc3n2CC(O)CN2CCOCC2)cc1 (stereo not drawn)	0.2%	4.6%	1.1%	0.4	-1.8%	i	0.3%	-22.9%	-5.9%
CCCCOc1ccc(C(=O)NCC(=O)NCC(c2ccco2)N2CCCCC2)cc1 (stereo not drawn)	22.2%	?	1.4%	3.0	-5.2%	i	3.1%	-23.6%	-0.8%
COc1cccc(-n2c(=S)sc3c(=O)n(-c4ccccc4C)c(SCC(=O)O)nc32)c1	2.4%	4.5%	3.7%	-0.4	0.9%	i	-0.2%	-7.3%	4.1%
CCOC(=O)C1(Cc2ccccc2C(F)(F)F)CCN(Cc2ccc(COC)o2)CC1	?	-28.0%	0.8%	-0.5	-3.1%	i	-0.8%	-18.6%	-6.7%
COc1ccc(C(C(=O)NC2CCCC2)N(C(=O)c2csnn2)C2CC2)cc1 (stereo not drawn)	-0.4%	0.3%	-13.9%	-1.0	-0.2%	i	0.1%	2.0%	-3.4%
C=C1C=CS(=O)(=O)N(Cc2ccccc2)C1	-14.5%	-8.7%	.	.	.	.	.	11.0%	-3.7%
CCCCNC(=O)Cn1c(=O)cc(C)c2c(C)nn(-c3cccc(Cl)c3C)c21	-6.7%	17.0%	-19.7%	.	.	.	0.1%	-9.2%	0.0%
CN(C)c1oc(COc2ccccc2F)nc1C#N	13.2%	-21.5%	14.4%	-1.7	0.4%	i	0.3%	6.1%	1.4%
O=[N+]([O-])c1ccc2c(c1)ncn2CCc1ccccc1	-7.9%	-6.2%	-38.3%[inhibitor]	-3.0	-15.6%	i	-0.5%	-23.4%	-0.2%
COC(=O)[C@@]1(Cc2ccccc2)[C@H]2C(=O)N(C)C(=O)[C@H]2[C@H]2CN=C(SCc3ccccc3)N21	0.9%	-12.1%	-5.3%	-0.3	-0.6%	i	1.1%	-39.7%	2.8%
Cc1ccc(C)c(NC2=NCC(=O)N2C2CCCCC2)c1	-10.0%	4.1%	0.6%	-2.9	0.0%	i	0.3%	-25.0%	-3.1%
O=C(NC(c1ccc(Cl)cc1)c1cc(Cl)c2cccnc2c1O)c1cccnc1 (stereo not drawn)	10.3µM*	?	-40.0%[inhibitor]	1.1	-0.1%	i	2.9%	-11.1%	?
COc1ccc2oc(=O)c(C(=O)NCCc3c(C)[nH]c4c(Cl)cccc34)cc2c1	-2.2%	-13.6%	-17.4%	.	.	.	-1.6%	-4.1%	1.9%
O=C1CN(C(=O)COC(=O)/C=C/c2ccc(OC(F)F)cc2)c2ccccc2N1	?	0.0%	26.0%	-1.1	2.9%	i	4.3%	-18.1%	1.3%
CC(C)CC(N)c1csc(Nc2ccccn2)n1 (stereo not drawn)	.	?	0.0%	-1.7	.	i	7.2%	-12.0%	.
Clc1nc(NCc2cccs2)c2[nH]cnc2n1	23.1µM*	17.0%&2.1%	.	.	.	.	.	0.7%&0.4%	-2.1%&0.3%
CCOC(=O)C1=CC[C@@H](c2ccccc2)N(S(=O)(=O)c2ccc(C)cc2)[C@H]1c1ccc(CC)cc1	.	-26.5%	5.5%	0.7	.	i	0.0%	-29.6%	.
O=C(c1sccc1-c1ccccc1)N1CCN(S(=O)(=O)c2ccccc2F)CC1	-12.7%	-12.0%	16.5%	-2.8	-5.3%	i	0.4%	-1.3%	8.4%
Cn1c(CNC(=O)c2ccccc2F)nnc1SCCOc1ccccc1	-14.5%	2.8%	-12.0%	-4.8	-4.6%	i	-0.8%	-6.0%	7.4%
COc1ccc(-n2nc(N)c3c(=O)oc(N(C)C)nc32)cc1	8.1%	1.3%	-2.4%	-0.4	1.3%	i	-0.6%	-7.4%	-10.2%
O=C(O)c1cc(S(=O)(=O)Nc2ccc3cn[nH]c3c2)ccc1Cl	-2.5%	0.9%	-10.6%	0.5	3.5%	i	0.0%	5.1%	0.7%
Cc1ccc(S(=O)(=O)N2CCC[C@H]2C(=O)OCCN2C(=O)c3ccccc3C2=O)cc1	-5.2%	18.7%	18.1%	-1.7	-0.3%	i	0.4%	-9.6%	-5.2%
COc1ccc(C(C)=O)cc1COC(=O)Cn1cnc2ccccc2c1=O	9.4%	-3.4%	13.9%	-2.7	-0.2%	i	11.8%	-30.7%	19.7%
CCn1nc(NC(=O)c2cccs2)c2cc3ccccc3nc21	-20.7%	-1.9%	-10.6%	-0.5	-5.0%	i	0.5%	-2.5%	4.2%
CCOC(=O)Nc1nnc(-c2cccc(OC)c2)s1	?	-4.2%	6.1%	1.8	-1.3%	i	0.2%	4.1%	-2.4%

6 records drawn at random from those above:
SMILES	Nrf2 inh	TGFb inhibitor	Abeta yeast res	CCT chaperon mod	Mm-Cpn inhibitor	pAkt inh	Nrf2 ARE act	HepG2 tox	A549 tox
Cc1ccc(S(=O)(=O)N2CCC[C@H]2C(=O)OCCN2C(=O)c3ccccc3C2=O)cc1	-5.2%	18.7%	18.1%	-1.7	-0.3%	i	0.4%	-9.6%	-5.2%
CCn1nc(NC(=O)c2cccs2)c2cc3ccccc3nc21	-20.7%	-1.9%	-10.6%	-0.5	-5.0%	i	0.5%	-2.5%	4.2%
COc1ccc(-n2nc(N)c3c(=O)oc(N(C)C)nc32)cc1	8.1%	1.3%	-2.4%	-0.4	1.3%	i	-0.6%	-7.4%	-10.2%
COc1ccc(C(C)=O)cc1COC(=O)Cn1cnc2ccccc2c1=O	9.4%	-3.4%	13.9%	-2.7	-0.2%	i	11.8%	-30.7%	19.7%
Cn1c(CNC(=O)c2ccccc2F)nnc1SCCOc1ccccc1	-14.5%	2.8%	-12.0%	-4.8	-4.6%	i	-0.8%	-6.0%	7.4%
CCOC(=O)Nc1nnc(-c2cccc(OC)c2)s1	?	-4.2%	6.1%	1.8	-1.3%	i	0.2%	4.1%	-2.4%

Quoted from the listing.
Under Mm-Cpn inhibitor, COc1ccc(N2CC(NS(=O)(=O)c3cccs3)CC2=O)cc1OC (stereo not drawn) reads 0.0%
Under A549 tox, COc1ccc(C(=O)NCCS(=O)(=O)N2CCC3(CC2)OCCO3)cc1 reads -4.0%

Compounds as they come. About 4.3% of those tested had a hit in this group.
